# Screening data as filed in PubChem.
# PostGolgi yeast: phenotypic screen on post-Golgi transport, primary screen; inhibition, % at 10 µM; AID 739, 2007; 98,000 tested, 0.9% active; post-Golgi transport phenotypic cell assay; in the data active = inhibition above about 30%;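 also: yeast cells grown in 1536-well plates; yeast grown about 18 h at 30C before absorbance read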
# CYP2C19 activ: human CYP2C19 activators, primary screen, biochemical, luminescence; Cytochrome P450 2C19 (Homo sapiens), P33261; recombinant CYP2C19, luciferin-H EGE luminescence; stronger effect = higher value; 0 = fully inhibited enzyme, 1 = untreated enzyme; activation factor at 5 µM; 96,000 tested, under 10 active;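 active = activation factor of at least 2 at 5 µM in the primary screen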;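 also: 0 = wells with 2.5 mM tranylcypromine and 1 = vehicle-only wells; values of inactives mirror those of a sister screen read the other way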
# E coli WT exp: growth inhibitors of wild-type E. coli, primary screen, strain BW25113, expanded library, OD600; OD600 absorbance; growth inhibition, % at 100 µM; 98,000 tested, 0.15% active;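 active = growth inhibition above about 50% at one test dose, limit read from the data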;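 also: growth measured after 20 h incubation at 37 °C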
# EphB4 antag: EphB4-ephrin-B2 interaction antagonists, primary screen, biochemical, TNYL-RAW peptide probe, fluorescence polarization; inhibition, % at 7 µM; 97,000 tested, 0.15% active; EphB4 LBD / TNYL-RAW-Alexa532 peptide; AID 720, 2007;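 active = inhibition above the screen-wide mean inhibition plus 3 SD, cut at about 15% in these data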;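 also: 0% = DMSO wells and 100% = excess unlabeled TNYL-RAW peptide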
# CYP2C19 inhib: blockers of cytochrome P450 2C19 activity – biochemical, luminescence, ADME assay, primary screen. P33261. AID 778, 2007. CYP2C19 Supersomes, luciferin-H EGE luminescence, 30 min. inhibition, % at 5 µM. 96,000 tested, 21% active;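 active = CYP2C19 inhibition above a set limit at 5 µM in the primary screen, cut at about 50% in these data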;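 also: plate controls were negative control wells for no effect and 2.5 mM tranylcypromine positive control for full effect; values of inactives mirror those of a sister screen read the other way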
# CYP2C9 activ: human CYP2C9 activators, primary screen, biochemical, luminescence; recombinant CYP2C9, luciferin-H conversion; stronger effect = higher value; factor 1 = untreated enzyme, 0 = blocked; Cytochrome P450 2C9 (Homo sapiens), P11712; activation factor at 5 µM; 96,000 tested, 1.4% active; AID 1024, 2008;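 active = activation factor of 2 or more for CYP2C9 at a 5 µM dose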;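 also: 0 = sulfaphenazole-blocked wells and 1 = vehicle-only wells; values of inactives mirror those of a sister screen read the other way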
# Target sequence (P11712 whole entry, looked up): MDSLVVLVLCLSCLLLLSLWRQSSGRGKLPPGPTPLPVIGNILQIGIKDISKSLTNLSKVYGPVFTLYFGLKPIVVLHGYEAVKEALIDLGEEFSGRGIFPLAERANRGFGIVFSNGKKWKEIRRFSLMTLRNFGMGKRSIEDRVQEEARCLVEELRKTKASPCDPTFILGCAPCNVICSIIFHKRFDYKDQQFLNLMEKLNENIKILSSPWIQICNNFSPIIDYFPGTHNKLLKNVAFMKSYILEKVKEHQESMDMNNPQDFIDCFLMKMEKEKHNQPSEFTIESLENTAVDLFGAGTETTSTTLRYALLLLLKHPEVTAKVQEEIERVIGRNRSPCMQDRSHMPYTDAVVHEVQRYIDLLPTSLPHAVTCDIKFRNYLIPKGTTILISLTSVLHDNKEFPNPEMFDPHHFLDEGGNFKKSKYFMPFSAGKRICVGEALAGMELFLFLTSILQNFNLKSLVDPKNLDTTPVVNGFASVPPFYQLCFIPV
# PLAP activator: PLAP enzyme activators, biochemical, luminescence, HTS; AID 696, 2007; Alkaline phosphatase, placental type (Homo sapiens), P05187; purified PLAP enzyme, luminescent substrate read-out; stronger effect = higher value; 96,000 tested, 1.2% active; activation fold at 20 µM; in the data active = activation fold above about 2
# Target sequence (P05187 whole entry, looked up): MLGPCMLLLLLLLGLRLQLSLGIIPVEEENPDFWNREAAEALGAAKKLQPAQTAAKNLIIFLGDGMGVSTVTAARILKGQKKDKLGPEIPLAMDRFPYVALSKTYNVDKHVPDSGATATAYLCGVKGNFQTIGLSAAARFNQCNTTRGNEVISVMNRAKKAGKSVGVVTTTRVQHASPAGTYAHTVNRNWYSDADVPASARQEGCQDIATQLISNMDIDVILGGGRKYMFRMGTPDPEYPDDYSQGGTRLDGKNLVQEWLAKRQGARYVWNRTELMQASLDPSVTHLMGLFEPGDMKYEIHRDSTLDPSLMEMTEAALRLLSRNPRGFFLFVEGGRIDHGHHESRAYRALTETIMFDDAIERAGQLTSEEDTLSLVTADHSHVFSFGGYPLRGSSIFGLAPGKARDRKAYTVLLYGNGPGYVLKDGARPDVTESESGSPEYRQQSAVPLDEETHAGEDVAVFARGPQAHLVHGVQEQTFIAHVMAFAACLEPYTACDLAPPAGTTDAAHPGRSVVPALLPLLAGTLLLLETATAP
# CYP2C9 inhib: blockers of cytochrome P450 2C9 activity – biochemical, luminescence, ADME assay, primary screen | P11712 | CYP2C9 Supersomes, luciferin-H conversion | inhibition, % at 5 µM | 96,000 tested, 20% active;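 active = blocking of liver enzyme CYP2C9 beyond about 50% at 5 µM, limit read from the data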; also: values of inactives mirror those of a sister screen read the other way
# PTK2B oligo ant: antagonists of Pyk2 self-association, primary screen, Q293 cells, FERM NanoBiT luminescence, HTS. stronger effect = lower value. Protein-tyrosine kinase 2-beta (Homo sapiens), Q14289. AID 1347419, 2020. 99,000 tested, 0.83% active. z-score (the deposit names both 25 µM and 10 µM);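 active = Z-score of -3 or lower, scaled per plate to the spread of control and sample wells; inactive = z-score above -3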;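 also: negative z-score means lost luminescence so less FERM oligomerization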
# * hit, by the source's call; . = no result given.
SMILES,PostGolgi yeast,CYP2C19 activ,E coli WT exp,EphB4 antag,CYP2C19 inhib,CYP2C9 activ,PLAP activator,CYP2C9 inhib,PTK2B oligo ant
COCCCN1Cc2ccccc2C1=N,5,1,-2,-9,3,0.9,1.2,6,-0.58
O=C1NC(=O)C2(Cc3ccccc3N3CCCC32)C(=O)N1Cc1ccccc1 (stereo not drawn),2,0.7,-20,.,34,0.9,1.4,12,-0.4
CC(=O)c1c(O)n(C)c(=S)n(-c2ccccc2)c1=O,1,0.9,-9,2,11,0.9,1,6,-0.59
COc1ccc(CCN(C)Cc2c(F)cccc2F)cc1OC,9,0.2,5,-4,80*,0.9,1.5,14,0.18
Cc1ccc(S(=O)(=O)Cc2ccc(C(=O)N3CCC4(CC3)OCCO4)o2)cc1,-1,0.4,13,-8,62*,0.3,1.3,70*,-0.28
CCOC(=O)N(CC)c1ccc(C(O)(C(=O)OCC)C(F)(F)F)cc1 (stereo not drawn),1,0.4,1,.,58*,0.2,1.5,77*,0.23
CCOC(=O)C1(c2ccccc2)CCN(Cc2cccc(C(=O)O)c2)CC1,-11,1.1,0,-4,-6,1.2,1.4,-15,-0.02
O=C1/C(=C\c2ccc3c(c2)OCO3)N2CCC1CC2,3,0.6,3,-7,40,0.8,1,22,0.48
C=CCn1c(O)c(C(CC)=NC2CC2)c(=O)[nH]c1=O,-12,0.9,1,0,10,0.9,1,6,-0.32
C1=C(c2c[nH]c3ccccc23)CCNC1,-6,0.9,8,12,9,0.7,0.8,25,.
C=CCn1c(O)c(C(C)=NCCO)c(=O)[nH]c1=O,-2,1,-7,1,-2,1,1,5,0.33
C=CCC1(CN2CCCC2=O)C(=O)NC(=O)NC1=O,2,0.9,0,-4,10,0.9,1.1,13,0.2
CC1CN=C(Nc2cccc3ccccc23)S1 (stereo not drawn),26,0.9,20,-12,5,1.1,0.8,-14,-1.5
O=C(O)C1CN2CCC1CC2 (stereo not drawn),0,1,-12,4,-4,1.1,0.9,-14,0.84
COc1cc(C(c2c(C)[nH]n(-c3ccccc3)c2=O)c2c(C)[nH]n(-c3ccccc3)c2=O)cc(OC)c1OC,-2,.,4,-9,.,.,.,.,-0.18
COC(=O)c1ccc(COc2cc(C)cc3oc(=O)c4c(c23)CCCC4)o1,-2,0.2,-3,-5,79*,0,1.5,98*,-2.1
Cc1cc(NCCN)nc2ccccc12,-7,0.7,15,-5,26,0.8,0.8,24,1.2
CCCCc1nc2ccccc2c(=O)n1-c1ccccc1[N+](=O)[O-],11,0.9,7,-8,13,0.7,0.8,34,-0.8
COc1ccccc1N=Cc1c(O)n(C)c(=O)n(C)c1=O,7,0.8,4,-4,18,0.9,0.8,6,1.3
CCOC(=O)c1nc2ccccc2c(=O)n1-c1ccc(C)cc1,0,0.5,0,8,46,0.4,1.6,55*,-1.2
COc1ccc(CN2C(=O)CC(=O)NC2=O)cc1,0,1,1,3,-2,1,0.9,-5,-0.52
CCOc1ccc(-n2c(O)c(C=NCCCn3ccnc3)c(=O)[nH]c2=O)cc1,18,1.1,-1,2,-13,0.6,1,43,-0.18
Fc1ccc(C2=CCN(C(c3cccs3)c3nnnn3CCc3ccccc3)CC2)cc1 (stereo not drawn),4,0.5,-10,0,50*,0.3,1.1,74*,-0.7
Cn1cccc1CNCCc1ccccc1,-1,0.7,-3,-2,34,1,1,3,.
Cc1cc(C)nc(/N=C(\N)c2c(O)[nH]c(=O)[nH]c2=O)n1,8,1,-2,-8,3,1,0.9,1,1.3
CCCCn1c(C)c(C(=O)O)c2cc(OC)ccc21,-4,0.6,10,5,38,1.1,1.3,-14,-0.66
CCCCn1c(=O)c(C(=O)Nc2nc3ccccc3[nH]2)c(O)c2ccccc21,.,0.9,.,.,6,1.1,0.9,-6,.
O=C(CN1CCOCC1)NCC(=O)Nc1ccc(Br)cc1C(=O)c1ccccc1,-5,0.6,-2,-4,38,0.7,1.4,26,0.22
CCCCn1c(O)c(C(C)=NC(C)c2ccccc2)c(=O)[nH]c1=O (stereo not drawn),-3,0.5,4,-4,54*,0.2,1,77*,-3.6*
CCOC(=O)C1C(=O)NC23CCCC2C1c1ccccc1O3 (stereo not drawn),-2,0.9,-5,2,12,1,1,2,0.85
CCN(CC)c1ccc(N=Cc2c(O)n(-c3ccccc3C)c(=O)[nH]c2=O)cc1,0,0.9,9,-1,12,1,1.5,2,-1.7
CC(=O)OC1C2CCC1C(N1CCCC1)CC2 (stereo not drawn),-1,1.2,-2,0,-15,1.5,0.8,-47,0.31
Cc1cc(OC(=O)c2ccco2)c2c3c(c(=O)oc2c1)CCC3,-12,1.2,-3,6,-20,1.1,1.2,-14,-1.1
COc1cc(NC(=O)CN2C3CCC2CC(O)(c2cccnc2)C3)cc(OC)c1 (stereo not drawn),17,0.9,7,4,9,0.9,0.8,8,0.56
CCOc1ccc(CC2C(=O)NC(=O)N(c3ccc(CC)cc3)C2=O)cc1 (stereo not drawn),5,0.6,-4,-2,39,0.3,1.7,67*,0.98
COc1ccc(-n2c(C)nc3cc(C(=O)N4CCC5(CC4)OCCO5)ccc32)cc1,10,0.6,0,.,44,0.6,1.7,44,0.48

# Quoted from above for reference:
SMILES,PostGolgi yeast,CYP2C19 activ,E coli WT exp,EphB4 antag,CYP2C19 inhib,CYP2C9 activ,PLAP activator,CYP2C9 inhib,PTK2B oligo ant
C=CCn1c(O)c(C(CC)=NC2CC2)c(=O)[nH]c1=O,-12,0.9,1,0,10,0.9,1,6,-0.32
C1=C(c2c[nH]c3ccccc23)CCNC1,-6,0.9,8,12,9,0.7,0.8,25,.

# Further compounds.
SMILES,PostGolgi yeast,CYP2C19 activ,E coli WT exp,EphB4 antag,CYP2C19 inhib,CYP2C9 activ,PLAP activator,CYP2C9 inhib,PTK2B oligo ant
O=C(Cn1cnc2ccccc2c1=O)NCC(=O)N1CCC2(CC1)OCCO2,1,1.2,-4,0,-20,1.2,1.1,-18,0.7
O=C(CCN1CCCCC1)NCC(=O)Nc1ccc(Br)cc1C(=O)c1ccccc1,-1,1.2,8,-3,-17,1.1,1.4,-15,1
CN(C)c1cc(N)c2c(n1)CCC2 (tested in a mixture with another compound),-10,1,-6,-2,-3,1,1,0,-0.08
CC(=O)CC(C)(C)n1c[n+](C)nn1,-10,0.8,-6,4,15,1.1,1,-7,0.36
c1cc2n(c1)-c1c(ccc3c1OCO3)CNC2c1ccc2c(c1)OCO2 (stereo not drawn),-7,0,-5,-3,99*,0.2,1.3,77*,-0.1
c1ccc2cc(CC3=NCCN3)ccc2c1,10,1.1,1,-6,-14,1.1,0.9,-10,1.6
CCOC(=O)c1c(NC(=O)C(c2ccccc2)c2ccccc2)sc2c1C1CCN2CC1,2,0.8,-7,-4,23,0.4,1.4,63*,0
CCCC(C)n1[nH]c(=O)c2c1NC(=O)CSC2c1ccc(OC)cc1 (stereo not drawn),12,0.9,2,3,6,1.2,0.8,-22,0.29
CC(=NCC1CCCO1)c1c(O)n(-c2ccccc2)c(=O)[nH]c1=O (stereo not drawn),0,0.8,-12,-4,23,0.7,1.1,28,-0.34
CC(O)(CS(=O)(=O)c1cccc(C(F)(F)F)c1)C(=O)Nc1ccc(C(F)(F)F)cc1 (stereo not drawn),-3,0.2,4,6,83*,0.5,1.2,47,-0.28
Cc1ccc(NC(=O)CSc2nnc([C@@H](N)Cc3c[nH]c4ccccc34)o2)c(C)c1,-21,0.7,3,-1,32,0.5,1.6,49,-0.52
O=C1Nc2ccccc2/C1=C/c1cnc[nH]1,10,0,4,-2,99*,0.1,1.2,92*,-0.41
Cc1cccc(-c2nc3ccccc3c(=O)n2-n2cccc2)c1,0,0.5,3,2,45,0.5,1.1,48,-0.25
CCC(NC(=O)OC(C)(C)C)C(=O)Oc1cc(C)cc2oc(=O)c3c(c12)CCC3 (stereo not drawn),-5,1,-1,0,3,0.9,0.9,13,-1.4
COc1ccc(OC(=O)N(C)C)c(CN(C)C)c1,-9,1.1,3,-10,-12,1,0.8,4,-0.66
O=S(=O)(c1ccc(Cl)cc1)N1CN2CCN(C2)C1,-7,0.9,0,-5,7,1,1.4,-1,-0.91
COC(=O)C(O)(c1ccc(N(C)C(=O)OC(C)C)cc1)C(F)(F)F (stereo not drawn),3,0.5,-3,3,46,0.8,1,16,2
Cc1ccc(N=Nc2c(O)[nH]c(=O)[nH]c2=O)c([N+](=O)[O-])c1,-2,1,1,1,-2,1,0.9,3,-0.24
CC1=CC(=C2C(=O)NC(=O)NC2=O)C=C(C(F)(F)F)N1C(C)C,5,1,2,-2,1,0.9,0.9,6,-0.19
CCOC(=O)C(O)(c1ccc(N(CC)S(=O)(=O)c2ccc(C)cc2)cc1)C(F)(F)F (stereo not drawn),-13,0.6,-12,4,44,0.3,1,69*,-2
COCCCn1c(N)c(C(=O)OCCOC)c2nc3ccccc3nc21,-11,0.6,-1,.,37,0.5,1.7,50,-0.2
Cc1ccc(-n2c(O)c(C=NCc3cccnc3)c(=O)[nH]c2=O)cc1C,2,0.8,1,1,19,0.8,0.9,21,-1.5
Cc1cc(S(=O)(=O)NCC(C)C)ccc1OCC(=O)N1CCN(Cc2ccccc2)CC1,-2,0.5,2,-10,50*,0.3,1.8,66*,1.2
O=c1[nH]c(=O)n(CCc2ccccc2)c(O)c1C=NCCCn1ccnc1,-7,0.5,-8,-1,50*,0.3,1.7,73*,2.1
O=C1CC(=O)N(c2cccc(Cl)c2)C(=O)N1,4,1.1,6,-9,-9,1.1,1,-13,-0.02
COc1cc(/C=N/NC(=O)CN2CC(c3ccccc3)CC2=O)ccc1OC(=O)N(C)C (stereo not drawn),-8,1,-3,1,-3,1.2,1.2,-24,0.1
CCCCn1c(O)c(C(CC)=NC(C)c2ccccc2)c(=O)[nH]c1=O (stereo not drawn),15,0.3,-10,-2,71*,0.1,1.2,91*,-3.8*
O=P(c1ccccc1)(c1ccccc1)N1CCCCC1,6,0.7,-1,.,29,0.6,1.4,38,0.13
Cn1c(O)c(/C=N/c2ccccn2)c(=O)n(C)c1=O,-1,1.1,-4,.,-10,1,1,3,0.5
COC(=O)c1ccccc1OP1(=O)COc2ccccc2OC1,-5,0.7,-2,1,31,0.7,0.9,30,-0.26
CN(C)C(=O)CSc1nnc([C@@H](N)Cc2ccccc2)o1,-8,1.1,2,-11,-11,1.1,1.1,-6,-0.59
O=C(COc1ccccc1)N1CCN(C/C=C/c2ccccc2)CC1,8,0.4,9,3,63*,0.3,1.4,70*,0.41

# Complete entries, looked up by structure. Order of values: PostGolgi yeast | CYP2C19 activ | E coli WT exp | EphB4 antag | CYP2C19 inhib | CYP2C9 activ | PLAP activator | CYP2C9 inhib | PTK2B oligo ant
# CCCCn1c(O)c(C(CC)=NC(C)c2ccccc2)c(=O)[nH]c1=O (stereo not drawn) is listed with 15 | 0.3 | -10 | -2 | 71* | 0.1 | 1.2 | 91* | -3.8*
# COC(=O)c1ccccc1OP1(=O)COc2ccccc2OC1 is listed with -5 | 0.7 | -2 | 1 | 31 | 0.7 | 0.9 | 30 | -0.26
# O=C1CC(=O)N(c2cccc(Cl)c2)C(=O)N1 is listed with 4 | 1.1 | 6 | -9 | -9 | 1.1 | 1 | -13 | -0.02
# Cn1c(O)c(/C=N/c2ccccn2)c(=O)n(C)c1=O is listed with -1 | 1.1 | -4 | . | -10 | 1 | 1 | 3 | 0.5
# O=C(COc1ccccc1)N1CCN(C/C=C/c2ccccc2)CC1 is listed with 8 | 0.4 | 9 | 3 | 63* | 0.3 | 1.4 | 70* | 0.41

# This is a subset; rates above refer to the full screens.
